# Pemphigus Ab inh = human desmoglein-3 autoantibody binding inhibition; DSG3-coupled beads, scFv-anti-DSG3-GFP binding, flow cytometry; stronger effect = lower value; AID 588358; 310,000 tested, 0.48% active; binding (percent of control), % at 10 µM;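 active = binding more than 3 SD below its plate's average and above zero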;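 note: hits lower antibody fragment binding to DSG3; some compounds called inactive have numbers as strong as hits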
# Arr AP2 block = human beta-arrestin and AP2 interaction inhibition; FITC-arrestin peptide / GST-AP2 beads, flow cytometry; AP2 beta2 appendage carries R879A mutation; inhibition, % at 10 µM; 340,000 tested, 0.31% active; AID 504490;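 active = inhibition above a set limit, near 3 SD of compounds lacking own fluorescence, cut at about 54% in these data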;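 note: plate controls were DMSO wells for no effect and 5 µM unlabelled arrestin peptide for full effect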
#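 Assay system: GST-AP2 R879A bound to glutathione beads, E. coli-expressed; Medium: PBS with 0.05% Tween 20 and 0.1% BSA; Also added: fluorescein-tagged arrestin peptide at 50 nM final; Timing: 12 min plus 1 h, RT; Measured by: flow cytometry, FL1 (488/535 nm); Evaluation: percent drop in bead-associated FITC signal.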
# LANA DNA inh = inhibitors of KSHV LANA C-terminal domain DNA binding; 340,000 tested, 0.078% active; AID 504423; inhibition, % at 9 µM; MBP-C-LANA/FAM-LBS DNA binding, fluorescence polarization;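 active = highest replicate inhibition at or above 60% at 9 µM, even if other replicates fall short; inactive = all replicates below 60% inhibition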;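 note: 0% = neutral control wells and 100% = 4 µM acridine orange control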
# MOR-DOR inv ag = inverse agonist of human OPRM1-OPRD1 heterodimerization. P35372+P41143. cell-based MOR-DOR heterodimer luminescence, inverse agonism. inhibition, % at 9.3 µM. 340,000 tested, 0.21% active. AID 504357; in the data active = inhibition above about 22%, passing the limit was not always enough;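 note: 0% = cells with DMSO and 100% = wells without cells with DMSO; values of inactives mirror those of a sister screen read the other way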
# RTF Ca sens inh = cardiac RTF calcium desensitization; IANBD-labeled cardiac RTF, Ca2+ fluorescence; inhibition, % at 7.15 µM; 340,000 tested, 0.12% active;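 active = inhibition above the mean inhibition of all tested compounds plus 3 SD, cut at about 17% in these data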;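 note: assay run at fixed EC70 calcium of 1.6 mM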
# V-ATPase pH = alters yeast V-ATPase proton transport; AID 504577; response, % at 10 µM; S. cerevisiae, pHLuorin cytosolic pH fluorescence; 350,000 tested, 0.37% active; in the data active = response mostly above about 7.3%, no sharp cut-off; inactive = mostly below about 5.4%; note: actives read high; inactives centre near 0; some compounds called inactive have numbers as strong as hits; reference of the scale not given here
# Keap1 Nrf2 FP = Keap1-Nrf2 (human) interaction inhibition | inhibition, % at 9.4 µM | 340,000 tested, 0.15% active | Q14145 | Keap1 Kelch-Nrf2 peptide fluorescence polarization, 1536-well; in the data active = inhibition above about 12%;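 note: human Keap1 Kelch domain with fluorescein labeled Nrf2 9mer peptide probe; 0% = neutral control wells and 100% = peptide positive control; higher means more block of Keap1 binding to Nrf2 peptide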
# Target sequence (Q14145 whole entry, looked up, the tested form may be a part): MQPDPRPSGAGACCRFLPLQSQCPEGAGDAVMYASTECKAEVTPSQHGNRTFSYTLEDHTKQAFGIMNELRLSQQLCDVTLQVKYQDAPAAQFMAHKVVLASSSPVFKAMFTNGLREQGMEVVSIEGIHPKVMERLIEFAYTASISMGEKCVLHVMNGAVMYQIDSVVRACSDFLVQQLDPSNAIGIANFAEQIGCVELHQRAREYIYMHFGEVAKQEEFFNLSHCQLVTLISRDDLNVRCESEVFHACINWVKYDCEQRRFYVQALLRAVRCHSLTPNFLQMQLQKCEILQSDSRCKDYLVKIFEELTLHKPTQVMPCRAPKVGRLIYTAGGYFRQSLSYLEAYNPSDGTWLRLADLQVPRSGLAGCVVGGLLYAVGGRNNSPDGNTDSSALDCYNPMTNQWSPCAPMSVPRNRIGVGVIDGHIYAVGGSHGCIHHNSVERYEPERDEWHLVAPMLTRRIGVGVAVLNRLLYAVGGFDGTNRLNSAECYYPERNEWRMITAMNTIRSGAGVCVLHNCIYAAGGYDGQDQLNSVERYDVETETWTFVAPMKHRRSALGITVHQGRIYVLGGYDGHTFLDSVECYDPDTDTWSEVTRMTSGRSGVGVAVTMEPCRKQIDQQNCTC
# Wnt bcat act = Wnt/beta-catenin pathway activation. Wnt/beta-catenin reporter cell assay, activator, plate reader. activation, % at 9.35 µM. 300,000 tested, 1.2% active; in the data active = activation above about 30%, passing the limit was not always enough;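 note: 0% = neutral control wells and 100% = positive control wells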
# MOR-DOR ag = OPRM1-OPRD1 heterodimerization agonism; P35372+P41143; cells, luminescence; activation, % at 9.3 µM; 340,000 tested, 0.3% active; AID 504326; in the data active = activation above about 18%;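 note: 0% = vehicle-treated cells and 100% = reference agonist; values of inactives mirror those of a sister screen read the other way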
# RTF Ca sens act = cardiac RTF calcium sensitization; P19429+P45379; IANBD-labeled TnC RTF fluorescence at EC20 calcium; 0% EC20 calcium, 100% full calcium; activation, % at 7.2 µM; 340,000 tested, 0.24% active;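 active = activation above the mean over all tested compounds plus 3 SD, cut at about 30% in these data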;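 note: rise in fluorescence read as greater calcium sensitivity of cardiac thin filaments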
# * = called active by the depositor; · = not tested or not shown.
SMILES,Pemphigus Ab inh,Arr AP2 block,LANA DNA inh,MOR-DOR inv ag,RTF Ca sens inh,V-ATPase pH,Keap1 Nrf2 FP,Wnt bcat act,MOR-DOR ag,RTF Ca sens act
Cc1cccc(OCCNC(=O)c2cncc(Br)c2)c1,100,2,0.3,-21,-5,-3,3,-1,3.0,-3
CC(C)C[C@H](NC(=O)N1CC(=O)Nc2ccccc21)C(=O)N[C@H](C(=O)O)c1ccccc1,96,2,-1.7,17,1,-1,-2,-1,-3.3,3
COc1ccc(OC(C)c2nnc(N)s2)cc1 (centres undefined),97,-4,-0.9,13,-10,0,0,0,-2.7,1
CNC(=O)CSc1nc2c([nH]c3ccccc32)c(=O)n1CCOC,98,-3,0.6,-1,-1,2,2,-5,0.2,-4
COc1cccc(NC(=S)N(CCc2c(C)[nH]c3ccc(C)cc23)Cc2cccs2)c1,99,-2,-0.2,-13,-4,3,-3,-5,2.2,0
Cc1sc(NC(=O)c2ccc3ncsc3c2)c(C(N)=O)c1C,103,-7,-0.5,-6,-8,-2,-2,28,0.9,-8
CCOC(=O)N1CCN(C(=O)CCCn2nnnc2CN2CCC(C)CC2)CC1,105,4,0.2,10,-2,3,-7,2,-2.0,5
O=C(c1ccco1)N1CCN(c2ccc([N+](=O)[O-])cc2Cl)CC1,87,2,0.1,18,-9,-4,-1,2,-3.4,-2
O=C(COC(=O)/C=C/c1ccco1)Nc1ccc(F)cc1Cl,102,-18,0.7,14,-2,-1,-3,-2,-2.6,2
COc1ccc(CNC(=O)c2ccc(CS(=O)(=O)c3ccccc3C)o2)cc1,97,20,-0.3,12,1,4,0,0,-2.1,-2
CCN(CC(=O)Nc1cccc(OC)c1)C(=O)C1CCN(C(=O)Nc2ccccc2)CC1,101,5,0.7,12,1,0,-1,5,-2.2,5
CC(C)CN(C(=O)COC(=O)c1ccc(Cl)c(N)c1)c1c(N)n(Cc2ccccc2)c(=O)[nH]c1=O,111,2,-1.7,13,1,0,-5,-3,-2.0,-4
Cc1csc(=O)n1CC(=O)OC(C)C(=O)Nc1cccc(Cl)c1 (centres undefined),99,-2,0.1,9,-16,4,2,2,-1.8,1
CCC(CO)NS(=O)(=O)c1cc(-c2nn(C)c(=O)c3ccccc23)ccc1C (centres undefined),102,7,-0.2,20,-8,-1,-4,-1,-3.9,-9
Cc1ccc(N2CN(Cc3cccnc3)CNC2=S)c(C)c1,91,-7,3.1,11,-7,0,2,1,-1.8,0
CCN(CC)S(=O)(=O)c1cc(NC(=O)COC(=O)Cn2cnc3ccccc32)ccc1C,102,-2,0.5,13,-17,-1,-4,-2,-2.1,0
Cc1cc(C)nc(SCCn2c(N3CC(C)OC(C)C3)nc3c2c(=O)n(C)c(=O)n3C)n1 (centres undefined),99,-3,-1.4,1,-13,5,0,-1,-0.2,-2
C/C(=N/NC(=O)CN1CCN(Cc2ccccc2Cl)CC1)c1cccs1,106,6,·,·,·,4,·,-1,·,·
O=C(Cn1c(=O)oc2cc(S(=O)(=O)N3CCCC3)ccc21)NC1CCCCC1,97,25,-0.1,3,-3,-7,-1,-1,-0.5,-1
CC(=O)c1c(C)oc2ccc(N(C(C)=O)S(=O)(=O)c3cccc([N+](=O)[O-])c3)cc12,98,10,-1.6,-12,2,-5,1,-1,1.8,-2
COc1ccccc1NC(=O)CSc1nnc(-c2ccco2)n1N,·,27,1.0,12,-3,2,-1,1,-2.3,-7
COc1ccc(C(=O)C[n+]2ccc3c(c2)nnn3-c2ccccc2)cc1,147,12,2.3,5,-7,0,-4,0,-1.0,6
O=C(Cc1ccccc1)Nc1cccc(-c2nnc(-c3ccco3)o2)c1,104,-6,0.3,2,-9,1,1,·,-0.4,2
O=C(C[n+]1ccccc1)N/N=C/c1ccc(Cl)c(Cl)c1,91,-20,1.6,8,1,0,0,-1,-1.5,-1
COc1ccc(OC(=O)c2cccc(S(=O)(=O)N3CCCC3)c2)cc1,94,-1,-1.0,7,-13,-1,-2,·,-1.4,5

# (cont.)
SMILES,Pemphigus Ab inh,Arr AP2 block,LANA DNA inh,MOR-DOR inv ag,RTF Ca sens inh,V-ATPase pH,Keap1 Nrf2 FP,Wnt bcat act,MOR-DOR ag,RTF Ca sens act
O=C(CN1CCCC(O)C1)N1c2ccccc2Sc2ccc(C(F)(F)F)cc21 (centres undefined),94,6,0.4,-5,0,4,-1,·,1.0,-6
COc1ccc(CCNC(=O)CSc2nnc(C(C)N(C)C)n2Cc2ccccc2)cc1OC (centres undefined),·,26,-1.6,14,9,3,-3,0,-3.0,-4
O=CN(CCNc1ccccc1)c1ccccc1,103,0,0.4,1,2,-6,-4,7,-0.2,-3
O=C(NCCc1cnc[nH]1)c1ccc(-c2ccccc2)cc1,102,4,-1.0,12,-1,2,-3,5,-2.4,-7
Cc1c(C(=O)Nc2ccc(S(=O)(=O)N(C)C3CCN(C)CC3)cc2)oc2ccccc12,110,1,-0.4,-1,2,2,2,-3,0.3,-5
C=CCNC(=O)c1cc(-c2ccc3c(c2)OCO3)on1,98,10,2.3,7,-5,1,-5,24,-1.2,1
COc1ncnc2c1N=C1CC(C)(C)CC(N)=C1S2,98,0,18,-11,-31,0,4,·,2.0,30*
O=[N+]([O-])c1ccccc1/C=C/C=N/n1c(-c2ccccc2F)n[nH]c1=S,102,-9,0.4,1,3,-1,-3,3,-0.1,1
CCOc1ccc(CNC(=O)c2ccc3c(c2)N(CC)CCS3)cc1,104,-2,0.9,2,4,4,-2,0,-0.3,0
CC(C)CC1(C(=O)NCCc2c[nH]c3ccccc23)C=CCN1C(=O)c1ccccc1 (centres undefined),106,13,2.4,13,4,2,-2,5,-2.3,-5
O=C(NCCc1ccc(OC(F)F)cc1)C1CC(=O)N(c2ccc3c(c2)OCCO3)C1 (centres undefined),102,-11,0.1,11,-6,-1,1,-5,-2.9,-2
C=CCNC(=O)Nc1ccc(OCC)cc1,94,5,1.1,12,-5,3,0,·,-2.3,0
Cc1onc(-c2ccccc2Cl)c1C(=O)Nc1nc2ccc(S(C)(=O)=O)cc2s1,101,-7,-0.5,7,-6,3,5,·,-1.3,3
O=C(O)CC12CC3CC(C1)CC(n1ncc(NCc4ccccc4Cl)c(Cl)c1=O)(C3)C2,101,2,0.1,16,5,-1,2,4,-3.1,0
COc1cc(C2Nc3ccccc3NC3=C2C(=O)CC(C)(C)C3)cc(OC)c1OC(C)=O (centres undefined),102,0,0.0,8,1,0,0,-1,-1.8,-8
Cc1ccc(N(NC(=O)C(O)(c2ccccc2)c2ccccc2)C(=O)CCl)cc1,105,-2,1.1,-162,-6,-3,-8,·,31*,-2
C#CC(CC)(CC)NC(=O)c1cc(S(=O)(=O)N2CCCCC2)ccc1N1CCOCC1,100,-7,0.2,10,4,2,-2,0,-1.6,-6
CC(C)(C)NC(=O)C1N(c2cccnc2)C(=O)C2C(C(=O)Nc3ccccc3F)C3(C)C=CC21O3 (centres undefined),97,27,-0.2,12,2,0,-5,·,-2.1,6
C[C@@H]1CCC[C@@]2(O[C@@H](CCO)C[C@H](O)[C@H]2O)O1,103,2,0.4,29,0,-2,-2,-2,-5.3,7
O=[N+]([O-])c1cccc(NC(=S)N2CCOCC2)c1,104,-5,1.5,11,-1,-7,-3,-5,-2.1,3
Oc1ccc(CN2CCCc3ccccc32)c2cccnc12,97,-4,5.9,-1,0,3,-4,·,0.2,-1
CCOC(=O)C1(Cc2cccc(OC)c2)CCN(Cc2cccc3cnccc23)CC1,123,3,0.0,-22,6,4,-1,0,3.0,0
O=C(NCc1ccc2c(c1)OCO2)C(=O)NCC1OCCN1S(=O)(=O)c1ccccc1 (centres undefined),·,-7,0.5,8,-8,4,-2,-1,-1.6,-2
CC1(C)Cc2c(ccc3ccccc23)C2=C(C(=O)N3CCCC3)C(=O)C(=O)N21,96,12,-1.2,15,-8,-1,3,0,-3.2,3
COc1cc(C2NC(=O)NC(C)=C2C(=O)OC2CCCC(C)C2)cc(Br)c1O (centres undefined),108,-9,-1.1,6,-9,-5,-3,0,-1.2,4

# Additional results:
SMILES,Pemphigus Ab inh,Arr AP2 block,LANA DNA inh,MOR-DOR inv ag,RTF Ca sens inh,V-ATPase pH,Keap1 Nrf2 FP,Wnt bcat act,MOR-DOR ag,RTF Ca sens act
O=C(NC1CCCc2ccccc21)c1ccc(=O)[nH]c1 (centres undefined),101,4,-0.2,-14,-5,-5,4,-2,2.3,6
CCCOC(=O)CC1C(=O)NCCN1Cc1ccccc1C (centres undefined),113,-3,0.4,2,-2,-4,-5,-4,-0.4,9
O=C(CN1CCN(c2ccccn2)CC1)N1c2ccccc2CCc2ccccc21,100,-8,0.9,2,-1,4,3,-5,-0.4,-3
COC(=O)N/N=C/c1cc(Cl)cc(Cl)c1OCc1ccccc1F,106,2,-0.8,-35,0,-2,0,·,6.7,-5
Cc1ccc(C(C(=O)NC2CCCC2)N(Cc2cccs2)C(=O)c2csnn2)o1 (centres undefined),103,22,1.4,8,3,0,5,-1,-1.6,-2
O=C(OCC#CCSc1nnc(-c2cccc3ccccc23)o1)c1ccc(Cl)cc1,103,-3,2.0,4,-4,-2,-1,3,-0.7,-4
C=C(C)C1CC=C(C)/C(=N\NC(=O)CCc2ccccc2)C1 (centres undefined),108,-16,0.7,-26,5,-1,-5,1,5.0,12
CCOc1ccccc1OCCCC(=O)N1CCN(S(=O)(=O)c2cc(F)ccc2F)CC1,99,44,-1.2,11,-1,-9,4,4,-2.0,-10
Cc1c(S(=O)(=O)N2CCCC(C)C2)c(=O)n(C)c(=O)n1C (centres undefined),100,-6,1.0,11,-7,-4,6,-1,-2.1,2
Cc1sc2ncnc(SCC(=O)N3CCCC3)c2c1C,101,3,-0.2,16,-3,1,-7,·,-2.9,1
CCOC(=O)C1(Cc2ccc(Cl)cc2)CCN(C(=O)c2ccoc2)CC1,98,4,-1.3,5,-1,0,-2,0,-1.1,0
COCCn1c(N2CCN(c3ccc(OC)cc3)CC2)nc2c1c(=O)n(C)c(=O)n2C,103,6,-1.3,14,-3,-2,-1,·,-2.6,-1
COc1cccc(NC(=S)NC(=O)c2c(Cl)c(C)nn2C)c1,90,14,1.1,17,7,-1,-1,16,-2.8,8
O=C(NNC(=O)C1CC=CCC1C(=O)O)c1ccc(Cl)cc1 (centres undefined),80,-1,-1.5,2,0,0,-3,-4,-0.4,8
CC(=O)NCCOC(=O)Nc1ccncc1,91,5,-0.8,2,-2,2,-2,·,-0.5,1

# Part of the list above in a different format:
mol | Pemphigus Ab inh | Arr AP2 block | LANA DNA inh | MOR-DOR inv ag | RTF Ca sens inh | V-ATPase pH | Keap1 Nrf2 FP | Wnt bcat act | MOR-DOR ag | RTF Ca sens act
C=C(C)C1CC=C(C)/C(=N\NC(=O)CCc2ccccc2)C1 (centres undefined) | 108 | -16 | 0.7 | -26 | 5 | -1 | -5 | 1 | 5.0 | 12
CCOc1ccccc1OCCCC(=O)N1CCN(S(=O)(=O)c2cc(F)ccc2F)CC1 | 99 | 44 | -1.2 | 11 | -1 | -9 | 4 | 4 | -2.0 | -10
Cc1c(S(=O)(=O)N2CCCC(C)C2)c(=O)n(C)c(=O)n1C (centres undefined) | 100 | -6 | 1.0 | 11 | -7 | -4 | 6 | -1 | -2.1 | 2
Cc1sc2ncnc(SCC(=O)N3CCCC3)c2c1C | 101 | 3 | -0.2 | 16 | -3 | 1 | -7 | · | -2.9 | 1

# Bioassay records as filed in PubChem BioAssay.
